SUMO HTRF inh – inhibitors of in vitro SUMOylation cascade, primary screen, biochemical, HTRF, uHTS; 290,000 compounds, 0.36% hits; AID 2006, 2009; SUMO-conjugating enzyme UBC9 (Homo sapiens), P63279; inhibition, % at 35 µM; HTRF SUMOylation assay, SAE1/SAE2 + UBC9; in the data active = inhibition above about 50%, passing the limit was not always enough; note: strong numbers were not always called active
Target sequence (P63279 whole entry, looked up): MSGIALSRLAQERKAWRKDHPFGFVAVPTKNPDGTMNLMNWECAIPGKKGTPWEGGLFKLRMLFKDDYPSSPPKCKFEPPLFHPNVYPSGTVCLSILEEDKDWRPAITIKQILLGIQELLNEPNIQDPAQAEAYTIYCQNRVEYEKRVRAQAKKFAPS
FID counter – compounds displacing fluorescent DNA intercalator, primary screen, artefact control for HCV NS3 helicase inhibitor project, biochemical, FID fluorescence. 290,000 compounds, 0.17% hits. inhibition, % at 7.9 µM. DNA fluorescent intercalator displacement; in the data active = inhibition above about 37%;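 note: 0% = vehicle and 100% = reference compound; higher means more ethidium bromide displaced from hairpin DNA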
GalR3 antag – GalR3 antagonists in HEK293 cells, primary screen, cell-based, fluorescence readout; Galanin receptor type 3 (Homo sapiens), O60755; HEK293 GalR3-CNG cAMP membrane potential fluorescence; galR3 body fused to GalR1 C-terminus; inhibition, % at 3 µM; 360,000 compounds, 0.44% hits; AID 651719, 2012;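 active = inhibition above the screen-wide average plus 3 SD, cut at about 13% in these data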;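 note: forskolin and galanin both at EC90 stimulate the cells; cAMP rise reported by CNG channel membrane potential dye signal; 0% = forskolin plus galanin with DMSO and 100% = forskolin alone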
Target sequence (O60755 1-299 limits assumed): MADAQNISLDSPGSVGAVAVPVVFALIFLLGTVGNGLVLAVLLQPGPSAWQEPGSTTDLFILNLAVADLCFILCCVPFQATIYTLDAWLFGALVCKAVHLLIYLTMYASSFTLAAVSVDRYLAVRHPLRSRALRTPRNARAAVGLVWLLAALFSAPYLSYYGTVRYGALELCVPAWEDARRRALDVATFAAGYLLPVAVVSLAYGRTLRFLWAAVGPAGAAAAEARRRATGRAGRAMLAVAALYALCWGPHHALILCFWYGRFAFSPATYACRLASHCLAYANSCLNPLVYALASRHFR
MEKK3 PB1 HTS – modulators of MEKK3-MEK5 PB1 binding, primary screen, biochemical, wildtype MEKK3, multiplex bead flow cytometry, Alexa488-MEK5; Mitogen-activated protein kinase kinase kinase 3 (Homo sapiens), Q99759; bead-based flow cytometry, Alexa488-MEK5 binding to MEKK3; actives lie on both sides; 0 = blocked by unlabeled MEK5, 100 = vehicle; binding response (% of control), % at 10 µM; 290,000 compounds, 1.4% hits;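 active = binding response more than 3 SD above or below the average of its plate-row segment, actives on both sides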;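 note: Alexa488 bead fluorescence after subtracting the streptavidin-only scavenger bead signal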
Target sequence (Q99759 whole entry, looked up): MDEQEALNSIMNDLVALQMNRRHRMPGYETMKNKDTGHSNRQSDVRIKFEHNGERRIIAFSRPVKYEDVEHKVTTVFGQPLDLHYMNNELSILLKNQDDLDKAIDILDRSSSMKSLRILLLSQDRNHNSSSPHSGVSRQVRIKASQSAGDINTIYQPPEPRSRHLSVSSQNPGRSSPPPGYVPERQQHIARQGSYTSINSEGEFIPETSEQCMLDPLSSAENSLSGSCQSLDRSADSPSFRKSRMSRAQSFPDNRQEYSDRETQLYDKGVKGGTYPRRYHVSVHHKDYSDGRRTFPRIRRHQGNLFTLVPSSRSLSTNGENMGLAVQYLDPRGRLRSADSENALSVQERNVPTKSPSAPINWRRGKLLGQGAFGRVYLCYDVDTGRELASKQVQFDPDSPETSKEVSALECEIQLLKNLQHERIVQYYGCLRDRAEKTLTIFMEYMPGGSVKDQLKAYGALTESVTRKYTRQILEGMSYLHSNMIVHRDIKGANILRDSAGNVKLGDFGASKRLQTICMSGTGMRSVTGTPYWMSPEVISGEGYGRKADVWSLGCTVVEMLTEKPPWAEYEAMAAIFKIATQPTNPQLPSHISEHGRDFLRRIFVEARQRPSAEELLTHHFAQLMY
CRFR2-BP antag – antagonists of CRF-BP/CRF-R2 complex, primary screen, cell-based, HEK293, calcium dye fluorescence, uHTS; AID 588475, 2011; 350,000 compounds, 0.59% hits; inhibition, % at 11.8 µM; CRF-induced calcium fluorescence;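 active = inhibition of the ligand-induced calcium signal above about 50% at the single tested concentration, limit read from the data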
CRFBP-R2 agonist – agonists of CRF-BP/CRF-R2 complex, primary screen, cell-based, HEK293, calcium dye fluorescence, uHTS. CRF-binding protein / CRF receptor 2 complex (human). calcium dye fluorescence (FLIPR); percent of saturating CRF peptide response. activation, % at 13.2 µM. 350,000 compounds, 0.46% hits;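 active = activation of at least 50%, plus an integration ratio under a set limit after plate pattern correction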;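 note: plate controls were neutral control wells without compound for no effect and CRF at EC100 for full effect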
MEKK2mut PB1 HTS – MEK5 binding signal on mutant MEKK2 PB1, primary screen, biochemical, multiplex bead flow cytometry, Alexa488-MEK5; Alexa488-MEK5 binding to MEKK2 mutant; percent response, % at 10 µM; 290,000 compounds, 0.35% hits; AID 1530, 2009; in the data active = percent response above about 24%, passing the limit was not always enough; note: inactives centre near 1; some results filed as inactive read as strong as hits
MEKK2 WT-MEK5 – modulators of MEK5 binding to wildtype MEKK2, primary screen, biochemical, multiplex bead flow cytometry, Alexa488-MEK5. 290,000 compounds, 1.1% hits. binding response (% of control), % at 10 µM. Alexa488-MEK5 binding to MEKK2 WT; actives lie on both sides. Mitogen-activated protein kinase kinase kinase 2 (Homo sapiens), Q9Y2U5; in the data active = binding response below about 67% or above about 130%
HCV NS3 hel inh – inhibitors of HCV NS3 helicase, primary screen, biochemical, Cy5 molecular beacon fluorescence; Hepatitis C virus NS3 helicase; 290,000 compounds, 0.56% hits; AID 1800, 2009; inhibition, % at 10.9 µM; NS3 helicase DNA unwinding;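 active = inhibition above the mean of all tested compounds plus 3 SD, set per campaign, cut at about 35% in these data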;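 note: 0% = DMSO wells and 100% = thioflavine S control wells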
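test system = hepatitis C virus NS3 helicase domain fragment enzyme | reagent = annealed dual-labelled DNA beacon duplex, ATP-started | times = 1 h at 25 °C | detection = Cy5 fluorescence, 0 and 60 min reads | read-out basis = percent inhibition from t60/t0 fluorescence ratio | control set = DMSO and thioflavine S | replication = one well per compound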
* hit, by the source's call; . = no result given; [ ] = remark or other dose. Some of the compounds tested; the hit share may differ from the screen's.

Every second line gives: MEKK2 WT-MEK5	MEKK3 PB1 HTS	HCV NS3 hel inh	SUMO HTRF inh	FID counter	GalR3 antag	MEKK2mut PB1 HTS	CRFR2-BP antag	CRFBP-R2 agonist
- CCc1ccc(NCCC(=O)c2ccc(Br)cc2)cc1
    98	101	0	30	2	.	2	-2	-1.8
- Cc1onc(-c2ccccc2)c1CNC(=O)Nc1ccccc1
    94	91	4	22	-2	-1	-20	0	-2.3
- CCOc1ccccc1-c1cc(C(=O)N/N=C/c2ccc(O)c(OC)c2)c2ccccc2n1
    105	106	-3	0	-22	5	-1	2	-2.4
- CCN(CC)CCN(C(=O)c1ccc2c(c1)CCCC2)c1nc2ccc(F)cc2s1
    154*	108	-23	-3	-3	-1	8	-19	2.0
- CC1CCN(Cc2ccc(NC(=O)CC3Oc4ccccc4NC3=O)cc2)CC1 (stereo not drawn)
    109	105	-1	10	9	-5	4	7	-1.2
- COc1ccc(NC(=O)CCNS(=O)(=O)c2cc(Br)cnc2N)cc1OC
    101	100	2	-13	-3	-8	0	-7	0.2
- O=C(Nc1c[nH]c(=O)[nH]c1=O)c1ccc2c(c1)C(=O)N(c1cccc([N+](=O)[O-])c1)C2=O
    94	97	0	25	-1	-5	-4	1	3.8
- CCCCn1ccnc1C
    101	98	-5	18	-1	-13	5	-4	-0.5
- Cc1cccc(C(=O)NN(C)c2nc(-c3ccccc3)nnc2C(F)(F)F)c1
    99	102	5	29	1	-4	4	-5	48
- CCN(CC(=O)Nc1ccc(Cl)c(C(F)(F)F)c1)CC(=O)NC1CCS(=O)(=O)C1 (stereo not drawn)
    100	101	-6	3	-21	-7	-5	-13	-2.7
- COc1ccc(N/C=C2/Sc3ccccc3NC2=O)cc1
    102	106	6	2	-8	-4	-3	-14	0.0
- CN(C)S(=O)(=O)c1cccn1-c1ncc(C(F)(F)F)cc1Cl
    105	102	2	-1	-6	-2	1	9	0.0
- N#C/C(=N\Nc1ccc(Cl)c(Cl)c1)C(=O)C1CC1
    45*[inhibitor]	45*[inhibitor]	13	25	-8	2	-8	20	25
- COc1ccc(N)cc1C#N
    104	104	1	30	2	3	1	4	1.1
- COc1ccc(-c2nnc(SCC(=O)N3c4ccccc4Sc4ccccc43)o2)cc1
    105	112	4	-12	-14	-1	5	21	0.7
- COc1ccccc1N1CCN(C(=O)c2ccc(N(C)S(=O)(=O)c3ccccc3)cc2)CC1
    99	99	-16	-3	-52	-9	3	-6	-0.5
- CCCCn1c(N)c(N(CCOC)C(=O)COc2ccc(Cl)cc2)c(=O)[nH]c1=O
    96	102	6	16	1	-4	-1	-27	0.7
- CC(c1ccc(F)cc1)n1c(-c2ccc3ccccc3n2)n[nH]c1=S (stereo not drawn)
    96	100	-2	-6	-23	-1	1	-21	-0.9
- O=C(c1ccccc1F)N(Cc1ccc(F)cc1)C1CCS(=O)(=O)C1 (stereo not drawn)
    104	103	2	3	-4	1	3	-8	-1.8
- COc1ccc(CC(=O)N2CCN(C(=O)c3ccco3)CC2)cc1
    99	98	3	11	-4	1	-1	13	-1.0
- COC(=O)C1=C(C)N(Cc2ccc(C)cc2)C(=O)C1
    93	92	2	2	-12	-4	-10	2	-1.2
- CSc1ncccc1C(=O)OCC(=O)N1CCOCC1
    100	104	-7	-9	-1	1	4	-13	3.1
- COc1ccc(OCC(O)CNC(=O)Nc2cccc3ccccc23)cc1 (stereo not drawn)
    102	103	1	8	-21	-1	6	-3	1.6
- CCOC(=O)C1C(=O)NC(N2CCCCC2)=NC1c1ccccc1 (stereo not drawn)
    95	101	5	4	-2	-3	-3	1	8.0
- Cc1cc(C(c2nnnn2Cc2ccccc2)N2CCOCC2)c(C)n1-c1ccc2c(c1)OCO2 (stereo not drawn)
    99	107	4	16	-11	.	5	-2	0.8
- CCN(c1ccccc1)S(=O)(=O)c1cccc(C(=O)NCC(c2cccs2)N(C)C)c1 (stereo not drawn)
    104	102	-48	6	22	-5	-1	-3	-7.1
- COc1ccc(C(=O)Cc2cc(OC)c(OC)cc2C(=O)c2ccccc2F)cc1OC
    93	102	-12	15	-29	-4	-5	-1	0.4
- CCCCCCc1cc2cc(C(=O)OCC)c(=O)oc2cc1O
    106	106	2	11	-3	2	4	-15	21
- C/C(=N\NC(=O)c1ccccc1C)c1cccnc1
    102	103	21	8	-10	-6	1	-7	2.0
- CC(=O)Nc1cc(-c2nn(C)c(=O)c3ccccc23)ccc1N1CCOCC1
    .	.	30	9	-28	-1	.	-2	-0.7
- CCc1nnc(NC(=O)CSCc2cc(=O)n3nc(C(C)C)sc3n2)s1
    101	101	3	7	-8	-5	3	-6	1.1
- Cc1cccc2c1c(N=NC(N)=S)c(O)n2C1OC(CO)C(O)C(O)C1O (stereo not drawn)
    112	108	4	10	-4	-11	8	13	2.0
- Cc1ccccc1NC(=O)C1CCCN(S(=O)(=O)c2c(C)noc2C)C1 (stereo not drawn)
    106	103	4	-31	-3	-7	6	1	-0.1
- COCCN1CCn2c(nc3cc(NC(C)=O)ccc32)C1
    104	103	7	24	0	-9	2	8	0.1
- CCN1CCN(c2nc3c(c(=O)[nH]c(=O)n3C)n2Cc2ccccc2F)CC1
    108	106	0	11	-1	-3	5	5	2.3
- Cc1ccc(C)c(N(CC(=O)NC2CCCC2)C(=O)c2cc3cc4cc(C)ccc4nc3s2)c1
    92	101	0	-28	4	-8	-1	4	-2.2
- Cn1c(C(=O)OC(C(=O)NC2CCCC2)c2ccncc2)cc2sccc21 (stereo not drawn)
    98	102	2	-1	-23	-4	-3	-13	0.8
- Cc1cccc(OC(=O)c2cncc(Br)c2)c1
    95	98	3	6	-1	-2	-10	16	-1.7
- CCN(CC(=O)Nc1ccc(C(=O)OC)cc1)Cc1ccccc1
    111	108	-8	10	-8	-2	14	11	0.1
- C/C(=N/NC(=O)c1cccs1)c1c(C)[nH]n(-c2nc3ccccc3s2)c1=O
    100	139*	2	-17	-14	-4	-1	11	-1.0
- O=C(CNC(=O)c1ccc(Br)cc1)NCCc1nc2ccccc2[nH]1
    114	107	0	0	-3	1	8	0	0.2
- COc1ccc(Cl)cc1NC(=O)CN1CCC(n2nnc3cc(F)ccc32)CC1
    101	109	9	13	0	-5	3	-43	-0.4
- CC1C(=O)CC(c2ccco2)NC1c1ccco1 (stereo not drawn)
    104	102	2	0	0	.	3	.	.
- COc1cccc(N2C(C(C)=O)=NN(c3ccccc3)C2c2ccc(N3CCOCC3)cc2)c1 (stereo not drawn)
    97	96	-6	23	3	-4	-1	12	22
- CCN(CC)CCCNC(=O)C1CCN(c2ncnc3c2sc2cccc(F)c23)CC1
    132	116	10	20	20	-4	24	1	-0.2
- CCOC(=O)N1CCN(C(=S)NC(=O)c2ccc(F)c(F)c2)CC1
    96	102	0	10	10	-2	-9	2	4.5
- COc1cc(CNCc2cccs2)ccc1OCC(=O)NC(C)(C)C
    100	101	-1	1	4	-7	-2	-9	14
- C=CCn1c(N2CCCC2)nc2c1c(=O)[nH]c(=O)n2C
    93	99	-8	-10	-3	-4	-20	-1	-0.3
- COc1ccc(CNC(=O)N2CCN(c3ccccc3)CC2)cc1
    97	98	10	7	-15	-10	-2	-11	-0.5
- O=C(Nc1ccc(-c2csnn2)cc1)C1CC1
    96	105	18	1	4	3	18	2	0.2
- CC1(C)CCc2c([nH]c3ccccc3c2=O)O1
    96	110	3	7	0	4	1	-5	0.3
- Cn1c(CNC(=O)c2ccccc2F)nnc1SCC(=O)N1CCN(c2ccccc2)CC1
    96	98	3	-31	-15	0	0	37	-4.4
- Cc1nn(Cc2ccccc2)c(N)c1-c1ccccc1
    92	93	-3	11	-4	-2	-4	-16	-2.4
- NNC(=O)c1cc2c(ccc3ccccc32)o1
    101	102	-1	10	-4	0	3	8	3.0
- Cc1cc(C)n(-c2ccc(C(=O)OCC(=O)N(CC(C)C)C3CCS(=O)(=O)C3)cc2)n1 (stereo not drawn)
    96	101	5	4	-16	-2	-6	8	-0.8
- N#CCCn1cnc2ccccc21
    99	101	2	-1	1	-2	10	7	-0.5
- CSCC[C@H](NC(=O)Nc1ccccc1C)C(=O)O
    100	100	5	4	1	2	2	-4	1.1
- O=C(c1ccc(Cl)cc1)C(CN1CCCC1)c1ccccc1 (stereo not drawn)
    109	104	-8	2	-5	-8	2	9	1.6
- Cn1c(CN2CCOCC2)nc2cc(NC(=O)c3ccccc3Cl)ccc21
    98	96	8	0	-9	2	-1	8	5.7
- N/C(Cc1cccs1)=N\OC(=O)COc1ccc(Br)cc1
    112	111	-4	-15	-6	-4	6	32	-2.4

Later entries
Every second line gives: MEKK2 WT-MEK5	MEKK3 PB1 HTS	HCV NS3 hel inh	SUMO HTRF inh	FID counter	GalR3 antag	MEKK2mut PB1 HTS	CRFR2-BP antag	CRFBP-R2 agonist
- CC(C)N1C(=O)CCC1C(=O)NCc1ccco1 (stereo not drawn)
    96	99	0	2	-2	-7	-2	-6	4.5
- O=C(CCC(=O)N(CC(=O)NC1CCCC1)Cc1ccccc1Cl)Nc1nccs1
    99	103	-6	21	-22	-8	-6	-13	1.0
- COc1ccc(N(CC(=O)NN=C2CCCC2)S(=O)(=O)c2ccccc2)cc1
    104	104	3	-7	-4	0	8	18	2.1
- COc1ccc2c(c1)SC1=NCCS(=O)(=O)N12
    101	100	0	16	3	-6	-2	-12	0.5
- Cc1ccn2c(-c3csc(NCc4ccco4)n3)c(C)nc2c1
    76	71	-9	-5	1	-3	-7	28	-1.1
- Cc1cc(C)c2c(CN3CCN(C/C=C/c4ccccc4)CC3)cc(=O)oc2c1
    112	97	-66	-16	11	7	0	-21	-0.7
- COC(=O)c1c(NC(=O)c2cccnc2Cl)sc(C(=O)N(C)C)c1C
    95	98	8	-6	-15	3	0	-10	-3.2
- Cc1ccc(Nc2ncc3c(n2)CC(C)(C)CC3=O)cc1
    103	102	-3	15	-15	-12	4	-15	-4.0
- O=C(Nc1cccc([N+](=O)[O-])c1)c1ccc2c(c1)OCCO2
    100	102	-6	-27	8	9	-1	9	-0.8

Shown bar-delimited: entries from further up.
SMILES | MEKK2 WT-MEK5 | MEKK3 PB1 HTS | HCV NS3 hel inh | SUMO HTRF inh | FID counter | GalR3 antag | MEKK2mut PB1 HTS | CRFR2-BP antag | CRFBP-R2 agonist
COc1ccc(N(CC(=O)NN=C2CCCC2)S(=O)(=O)c2ccccc2)cc1 | 104 | 104 | 3 | -7 | -4 | 0 | 8 | 18 | 2.1
Cc1cc(C)c2c(CN3CCN(C/C=C/c4ccccc4)CC3)cc(=O)oc2c1 | 112 | 97 | -66 | -16 | 11 | 7 | 0 | -21 | -0.7
Cc1ccn2c(-c3csc(NCc4ccco4)n3)c(C)nc2c1 | 76 | 71 | -9 | -5 | 1 | -3 | -7 | 28 | -1.1
